C8 TRAIL sens – caspase-8 TRAIL sensitization; AID 624354; inhibition (viability loss, TRAIL sensitization), % at 10 µM; NB7+C8 cells + TRAIL, ATPlite viability luminescence; actives 1% (n = 360,000);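 active = compounds causing at least 50% loss of cell viability in the single-dose screen, relative to plate controls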
COUP-TFII inh – inhibitors of human COUP-TFII (NR2F2). HEK293T NGFI-A luciferase reporter, luminescence. inhibition, % at 8.6 µM. actives 0.7% (n = 370,000). AID 686940;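 active = inhibition above a per-plate cutoff, mean inhibition of test wells between control levels plus 3 SD, cut at about 38% in these data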;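 also: cells cotransfected with COUP-TFII expression vector driving the NGFI-A reporter; 0% = median of COUP-TF2 test wells and 100% = reporter-only cells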
Target sequence (P24468 whole entry, looked up): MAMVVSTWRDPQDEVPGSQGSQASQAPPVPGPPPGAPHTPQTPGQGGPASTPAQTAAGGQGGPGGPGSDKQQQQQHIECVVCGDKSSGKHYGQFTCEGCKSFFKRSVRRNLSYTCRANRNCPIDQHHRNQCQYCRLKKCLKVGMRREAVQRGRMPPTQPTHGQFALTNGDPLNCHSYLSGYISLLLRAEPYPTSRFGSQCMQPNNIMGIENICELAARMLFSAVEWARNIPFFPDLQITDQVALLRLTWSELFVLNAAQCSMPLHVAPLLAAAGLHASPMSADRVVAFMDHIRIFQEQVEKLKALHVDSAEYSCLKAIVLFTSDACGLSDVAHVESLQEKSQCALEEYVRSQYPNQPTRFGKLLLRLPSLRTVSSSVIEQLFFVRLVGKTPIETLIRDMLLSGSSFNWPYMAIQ
KKLEB cytotox – reduces viability of KKLEB cystic fibrosis airway cells; KKLEB CF airway cells viability, ATPlite luminescence, overnight; hits give low values; cells stimulated with P. aeruginosa culture filtrate; activity change (cytotoxicity), % at 5 µM; actives 0.36% (n = 360,000);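 active = corrected activity change at or below -50% at 5 µM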
CF NFkB inh – blocks PAF-induced NF-kB reporter in cystic fibrosis cells; actives 0.86% (n = 360,000); AID 588850; KKLEB NF-kB-GFP reporter, GFP fluorescence overnight; inhibition, % at 5 µM;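 active = at least 50% inhibition at 5 µM, scaled per plate between neutral and stimulator controls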;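 also: PAF is a Pseudomonas aeruginosa culture filtrate used as stimulus; plate controls were PAF-stimulated DMSO wells for no effect and unstimulated DMSO wells for full effect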
TROY signal inh – TROY signaling inhibition; Q293 LMP1-TROYcd NF-kB luciferase reporter, 4 h; inhibition, % at 10 µM; actives 0.98% (n = 360,000);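 active = compounds whose plate-normalised and pattern-corrected inhibition of the luciferase reporter signal at the single screening dose is 50% or more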
LMP1 NFkB inh – Epstein-Barr LMP1 NF-kappaB reporter inhibition | actives 0.69% (n = 350,000) | LMP1-induced NF-kappaB luciferase reporter cells, luminescence | inhibition, % at 12.5 µM | AID 504558; in the data active = inhibition above about 41%;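 also: 0% = neutral control wells and 100% = reference inhibitor control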
NCOA3 inh – inhibitors of human steroid receptor coactivator 3 (SRC3) | Q9Y6Q9 | HEK293 GAL4-SRC3 luciferase reporter, luminescence | inhibition, % at 3.6 µM | actives 0.17% (n = 360,000);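 active = inhibition above a per-campaign cutoff, the mean of all compounds plus 3 SD, cut at about 60% in these data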;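 also: 0% = DMSO-treated cells and 100% = gossypol-treated cells at 36 µM; higher means less SRC3-driven luciferase light from the GAL4 reporter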
Shn3 3UTR inh – Schnurri-3 reporter inhibition in Clone20 osteoblasts | Clone20 osteoblast Shn3 3'UTR firefly luciferase, 24 h | inhibition, % at 12.5 µM | actives 0.52% (n = 360,000);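 active = mean inhibition of at least 75% with every replicate also reaching 75%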;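 also: 0% = median of neutral control wells and 100% = pilot-screen positive control compound; some compounds past the cut are filed as inactive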
LRH-1 inv ag – suppresses constitutive activity of human LRH-1. HEK293T StAR-luciferase reporter, LRH-1 transfected, 24 h. inhibition, % at 3.6 µM. actives 0.13% (n = 360,000);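 active = inhibition above the mean inhibition of all tested compounds plus 3 SD, cut at about 73% in these data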;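 also: 0% = DMSO wells and 100% = reporter-only cells lacking LRH-1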
Target sequence (O00482 whole entry, looked up): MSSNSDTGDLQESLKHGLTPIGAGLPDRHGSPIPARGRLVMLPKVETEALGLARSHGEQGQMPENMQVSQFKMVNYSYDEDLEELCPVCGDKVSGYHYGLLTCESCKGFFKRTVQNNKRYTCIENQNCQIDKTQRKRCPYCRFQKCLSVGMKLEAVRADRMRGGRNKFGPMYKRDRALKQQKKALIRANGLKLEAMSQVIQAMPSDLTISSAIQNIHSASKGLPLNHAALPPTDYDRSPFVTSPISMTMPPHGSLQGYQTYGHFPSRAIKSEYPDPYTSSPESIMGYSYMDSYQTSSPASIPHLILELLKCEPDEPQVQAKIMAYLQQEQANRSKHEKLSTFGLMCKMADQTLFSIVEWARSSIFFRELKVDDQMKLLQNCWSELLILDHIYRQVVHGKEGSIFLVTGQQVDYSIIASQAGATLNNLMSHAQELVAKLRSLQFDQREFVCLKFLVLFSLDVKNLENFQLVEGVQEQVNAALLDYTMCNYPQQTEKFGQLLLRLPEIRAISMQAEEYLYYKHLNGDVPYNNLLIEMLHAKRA
SRC1 inh – inhibitors of human steroid receptor coactivator 1 (SRC1); HEK293 GAL4-SRC1 luciferase reporter, luminescence; inhibition, % at 3.6 µM; actives 0.12% (n = 360,000); AID 588354;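 active = inhibition above the campaign mean plus 3 SD, with each screening campaign given its own cutoff, cut at about 60% in these data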;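 also: 0% = DMSO treated cells and 100% = gossypol at 36 µM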
TWEAK-Fn14 inh – blocks TWEAK-Fn14 interaction in a reporter cell assay; AID 1159606; TWEAK-stimulated Fn14 reporter cells, luciferase luminescence, 8 h; actives 2% (n = 360,000); inhibition, % at 10 µM; in the data active = inhibition above about 50%
The depositor's hits bear a star; / = no result given. Not all compounds are listed, so the mix of outcomes need not match the whole.

SMILES	C8 TRAIL sens	COUP-TFII inh	KKLEB cytotox	CF NFkB inh	TROY signal inh	LMP1 NFkB inh	NCOA3 inh	Shn3 3UTR inh	LRH-1 inv ag	SRC1 inh	TWEAK-Fn14 inh
COc1ccccc1-c1cccc([C@@H]2C[C@H]3[C@H](CON3C)CN2C(=O)CCc2ccccc2)c1	6	-6	7	-12	-1	-20	6	5	6	8	18
Cc1ccc(S(=O)(=O)N(CCO)Cc2ccccc2)cc1	7	4	-1	-7	-8	-7	2	-21	6	6	13
Cc1cccc(NC(=S)N2CCC(c3nc4ccccc4o3)CC2)c1C	-8	-10	-3	3	1	7	15	12	7	4	-9
CCCCn1cnc2sc3c(c2c1=N)CCCC3	12	1	-2	3	1	-6	-19	30	-7	-3	-19
COc1ccc(N(CC(=O)NCc2cccs2)S(=O)(=O)c2cccnc2)cc1	-3	5	3	11	-7	6	8	20	2	0	4
CON(C)c1nc(OCCNC(=O)OCc2ccc(Cl)cc2C)nc(N(C)C)n1	-17	24	11	-5	14	8	3	0	9	-8	-3
Cc1cccc(NC(=O)CN2CCN(C(=O)c3cncn3-c3ccc(F)cc3)CC2)c1C	-1	-2	-21	17	2	1	-6	-2	-13	-1	4
O=C(Cc1cccc(F)c1)Nc1ccc2c(c1)CCC2	-5	3	-9	2	-41	-15	-18	-46	-18	-2	17
CC1CC(C)CN(CCCNC(=O)c2nn(C)c3c2CS(=O)(=O)c2ccccc2-3)C1 (stereo not drawn)	3	11	-15	18	-4	-14	-1	-19	-7	3	-1
CCOC(=O)N1CCN(S(=O)(=O)c2cccc3nonc23)CC1	0	-9	9	-7	20	3	5	11	10	-6	-11
O=C(CCN1C(=O)CSC1=O)Nc1ccc(Br)cc1	9	-4	-1	2	-19	-12	-9	5	-12	-15	-8
Cc1nc([N+](=O)[O-])cn1CC(O)c1ccc(Cl)cc1 (stereo not drawn)	-13	12	6	-8	6	4	10	-3	-2	2	26
Cc1c(Br)c([N+](=O)[O-])nn1C(C)C(=O)Nc1nccs1 (stereo not drawn)	-12	-10	-4	12	-7	2	10	-28	4	3	7
COc1nc(C)cc(C)c1S(=O)(=O)c1ccccc1	4	12	-2	4	0	-8	12	-17	9	4	12
Cc1ccc(CNC(=O)Cn2nnc(C(=O)Nc3cccc(C)c3C)c2N)cc1	-1	-2	-1	6	-6	-1	10	-10	25	4	-7
O=C(NC1CCCCC1)N(CCN1CCOCC1)Cc1cc2cc3c(cc2[nH]c1=O)OCCO3	5	-21	-23	-3	-30	8	-1	5	28	-4	-19
C=CCn1c(SCCOc2ccccc2)nnc1C(C)NC(=O)c1ccccc1 (stereo not drawn)	11	8	-4	-11	-7	-8	-3	0	-8	-12	13
C[C@H](O)[C@@H]1CN2CCc3c([nH]c4ccccc34)[C@@H]2C[C@@H]1N(C)C(=S)NCCc1ccccc1	-4	-7	-2	-37	5	/	6	-3	-10	1	14
N#CCCn1cc(/C=C2\NC(=S)N(c3ccccc3)C2=O)c(-c2ccc(-c3ccccc3)cc2)n1	-8	0	-11	20	-1	-14	9	32	4	2	37
COc1cc(NC(=O)c2ccc(Br)cc2)ccc1NC(=O)c1cc2ccccc2o1	-20	-3	0	-3	-4	-5	-10	-1	10	1	7
Nc1ncnc2c1ncn2Cc1ccccc1	-14	-3	-17	4	21	6	8	1	-1	-8	12
O=C(NCCc1ccc(Cl)cc1)C1CCCN1C(=O)Nc1ccccc1 (stereo not drawn)	5	-18	5	15	3	-9	-20	17	4	-24	1
O=C(COC(=O)c1n[nH]c(=O)c2ccccc12)Nc1cccc(S(=O)(=O)N2CCOCC2)c1	-9	8	4	13	17	0	5	-43	4	-14	-20
COc1cccc(-c2nnc(SCC(=O)Nc3cc(C)ccc3OC)n2N)c1	-4	-2	-18	-2	-12	2	-17	5	4	-5	-4
O=c1[nH]c(SCc2cccc(Cl)c2)nc2c1CCCC2	-6	3	7	10	29	0	-4	-11	10	4	-17
O=C(COc1ccc(/C=C2/NC(=O)NC2=O)cc1)Nc1ccc(F)cc1	-5	2	1	-17	-15	-20	13	14	-4	2	5
COC(=O)c1ccccc1NC(=O)Cn1cnc2c(cnn2-c2ccccc2)c1=O	32	/	3	-20	2	5	1	-5	-10	5	16
COc1ccc(CNC(=O)[C@@H](NC(=O)C2CCN(S(=O)(=O)c3ccccc3)CC2)C(C)C)cc1	3	4	13	-15	12	0	-7	4	5	4	17
CSc1cccc(NC(=O)c2ccc(CN3CCc4ccccc4C3)cc2)c1	24	36	13	-11	14	17	21	52	9	4	14
CCOc1cc(/C=N/Nc2nc(-c3cccc(S(=O)(=O)N4CCCC4)c3)cs2)ccc1O	26	-2	23	-16	15	0	2	40	-14	3	61*
CCOC(=O)Cc1csc(NC(=O)Nc2ccc(Cl)cc2)n1	2	-9	-9	-13	5	5	24	-3	6	-11	26
CC1CCN(C(=O)COC(=O)c2ccc(Cl)nc2)CC1	-1	9	17	2	-44	-4	-12	49	3	-5	3
Cc1ccc(C)c(S(=O)(=O)N2CCN(CC(=O)N3CCc4ccccc4C3)CC2)c1	-18	-11	-1	7	2	57*	-3	4	16	-6	-16
O=[N+]([O-])c1ccc(F)cc1F	9	-2	4	-6	3	0	15	11	16	-20	13
O=C(COc1nc2ccccc2nc1N1CCOCC1)NC1CCCCC1	-3	5	-3	12	-14	6	-6	-40	4	-1	2
Cc1cc(-c2ccccc2)c2ccc(NC(=O)C(C)(C)C)nc2n1	-4	-15	3	-22	-12	-4	9	6	8	2	-12
Cc1ccc(S(=O)(=O)N2CCN(C(=O)c3cccs3)CC2)c(C)c1	-7	-7	-5	2	-1	-3	-3	-1	-8	-2	-2
Cc1cc(C)c2nc(NCc3ccccc3O)sc2c1	-12	-42	2	-6	-61	/	-20	-39	-72	-29	-18
COc1ccc(NC(=O)NNC(=O)C(O)(c2ccccc2)c2ccccc2)cc1	8	-4	-2	14	-55	5	1	-35	-8	3	3
COc1ccc(NC(=O)CC2C(=O)N(C)C(=S)N2CCc2ccc(F)cc2)cc1 (stereo not drawn)	6	12	0	8	-7	/	0	7	-20	1	-6
CC1=C(C(=O)Nc2ccccc2C)C(c2ccc(C)o2)N2C(=O)CSC2=N1 (stereo not drawn)	-18	5	-6	-5	-5	0	6	-1	-5	-5	9
CCOC(=O)CCN(C(=S)Nc1ccccc1)C1CCCCC1	-6	-15	-13	6	6	5	-9	78	-5	-10	8
CN(C)c1ccc(P(=O)(OCc2ccccc2)C(O)c2ccc(Br)cc2)cc1 (stereo not drawn)	15	2	-1	5	13	17	9	4	11	0	6
CCCCn1nnc(NC(=O)Cc2ccc(Cl)cc2)n1	-3	-1	0	-1	/	-2	-5	3	7	14	74*
CS(=O)(=O)N1CCC(C(=O)N2CCC(Cc3ccccc3)CC2)CC1	-17	23	2	-2	1	-6	18	-13	0	15	-5

LMP1 NFkB inh: what is marked active above.
Compound	COUP-TFII inh	CF NFkB inh	LMP1 NFkB inh	NCOA3 inh	Shn3 3UTR inh	LRH-1 inv ag	SRC1 inh	TWEAK-Fn14 inh
Cc1ccc(C)c(S(=O)(=O)N2CCN(CC(=O)N3CCc4ccccc4C3)CC2)c1	-11	7	57*	-3	4	16	-6	-16

Continued.
SMILES	C8 TRAIL sens	COUP-TFII inh	KKLEB cytotox	CF NFkB inh	TROY signal inh	LMP1 NFkB inh	NCOA3 inh	Shn3 3UTR inh	LRH-1 inv ag	SRC1 inh	TWEAK-Fn14 inh
C=CCSc1nnc(CNS(=O)(=O)c2ccc(C)cc2)n1C	29	8	11	19	15	-7	-10	-3	-4	4	2
COc1ccc(-n2c(=S)[nH]c3cc(C(=O)NCCCN4CCOCC4)ccc3c2=O)cc1	4	-7	-7	11	2	5	8	6	1	-34	1
CS(=O)(=O)c1nc2ccccc2n1Cc1ccccc1	-13	2	5	9	-18	4	12	12	3	1	-13
O=S(=O)(NCCOc1ccccc1F)c1cccc(Br)c1	-3	-3	2	-6	14	4	14	8	-2	6	7
c1ccc(CNc2c(C3CCNCC3)nc3scc(-c4ccccc4)n23)cc1	-17	3	6	-25	-12	/	4	-12	-6	-10	7
C=CCNS(=O)(=O)c1cccc(C(C)=O)c1	4	3	-4	17	5	-11	20	1	10	1	-2
COC(=O)c1sc(NC(=O)c2c(F)cccc2F)c(C#N)c1C	-3	-2	-10	-14	-13	2	21	1	17	12	2
COc1cccc(-c2c(-c3cc(OC)cc(OC)c3)n(C)c3ccc(-c4ccc5[nH]ccc5c4)cc23)c1	7	-8	-1	10	2	-16	-6	16	-7	3	-14
Cc1nn(-c2ccccc2)c2sc(C(=O)N3CCOCC3)cc12	3	-23	11	-10	-58	-33	-83	-74	-42	-65	-12
COc1ccc(-c2csc(C(C)(O)c3ccccc3)n2)cc1 (stereo not drawn)	7	1	16	-12	-40	/	-50	-37	-19	-43	-8
CCn1nnnc1SCC(=O)c1ccc2c(c1)OCCO2	1	8	5	16	/	-1	0	-42	7	-11	25
CCOC(=O)c1sc(NC(=O)CSCc2c(C)noc2C)nc1C	4	8	7	13	-10	0	-3	13	-14	-28	-36
COc1ccc(C(=O)C2CCCN(C(=O)/C=C/c3cnc[nH]3)C2)c(C)c1 (stereo not drawn)	-6	14	4	-8	-1	-3	-12	8	1	-13	-4
NC(=O)NC(=O)c1nccnc1C(=O)O	-10	5	1	4	-2	0	10	8	13	0	7
CC(=O)c1ccc(S(=O)(=O)N(C)CC(=O)NCC2CCCCC2)cc1	7	-6	3	5	-14	-6	-16	-20	1	-24	-2
CN(c1ccccc1)S(=O)(=O)c1cccc(NC(=O)CN2CCCc3ccccc32)c1	-3	39*	0	5	20	4	7	64	14	-6	13
Cc1nnc(C)n1/N=C/c1cccc(Oc2ccccc2)c1	6	3	-7	-14	-3	6	-8	-6	-11	6	8
CN(Cc1ccc(Cl)cc1)C(CCc1ccccc1)C(=O)NC1CCCCC1 (stereo not drawn)	1	-7	-12	18	3	/	5	-3	-3	-3	17
O=C(CSc1nnc(Cc2cccs2)n1-c1ccc(Cl)cc1)NCc1ccc2c(c1)OCO2	-4	-6	-1	1	-14	-1	-1	-2	11	-4	17
COc1ccc(Cl)cc1NC(=O)C(C)N1CCN(C/C=C/c2ccccc2)CC1 (stereo not drawn)	3	-5	-8	5	12	-8	-14	5	11	-12	24
O=C(Nc1ccc(S(=O)(=O)NC2CCCCC2)cc1)c1ccco1	15	-8	-11	-2	6	0	12	20	-2	11	18
O=C(CSc1cccc(C(F)(F)F)c1)NC(=O)c1ccccc1	2	-3	-3	-8	-17	1	12	-36	-6	-5	-12
O=C(NC1CCCC1)C(c1ccc(N2CCOCC2)cc1)N(Cc1ccco1)C(=O)c1ccco1 (stereo not drawn)	-6	5	3	-13	/	-10	0	4	-3	-13	10

Compound profiles (already shown). Screens in order: C8 TRAIL sens | COUP-TFII inh | KKLEB cytotox | CF NFkB inh | TROY signal inh | LMP1 NFkB inh | NCOA3 inh | Shn3 3UTR inh | LRH-1 inv ag | SRC1 inh | TWEAK-Fn14 inh
`Cc1nnc(C)n1/N=C/c1cccc(Oc2ccccc2)c1` is listed as 6 | 3 | -7 | -14 | -3 | 6 | -8 | -6 | -11 | 6 | 8
`CN(Cc1ccc(Cl)cc1)C(CCc1ccccc1)C(=O)NC1CCCCC1` (stereo not drawn) is listed as 1 | -7 | -12 | 18 | 3 | / | 5 | -3 | -3 | -3 | 17

Bioassay records from PubChem BioAssay.
